D2 agonist = D2 dopamine receptor (human) agonism; P14416; HEK293 T-REx D2 cells, calcium flux agonist mode; activation, % at 2 µM; 0.53% of 340,000 active; AID 485358;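 active = activation over 3 SD above normal in the single-dose calcium agonist read, cut at about 30% in these data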; also: 0% is about no effect
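Tetracycline-induced HEK293 Trex cells with D2 receptor force-coupled to calcium signaling, plated overnight at 30 C and loaded with no-wash calcium dye. Calcium flux read kinetically for 180 s after compound addition; responses flag agonists.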
RXFP1 antagonist = blocks the human relaxin receptor RXFP1 | Q9HBX9 | HEK293-RXFP1, relaxin-stimulated cAMP HTRF, 30 min; stronger effect = lower value | activity change, negative = inhibition, % at 57.5 µM | 0.59% of 350,000 active | AID 1259400;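 active = activity change of -60% or lower, but not beyond a set lower limit; inconclusive = change between -60% and -40%, or beyond the set limit; inactive = change above -40%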; also: % is scaled to controls: 0 for no effect and ±100 for the full control effect
D1 PAM = enhances dopamine response at the human D1 receptor; P21728; HEK293 TREx D1 cells, calcium flux, dopamine EC20 potentiation; potentiation, % at 10 µM; 0.036% of 360,000 active; in the data active = potentiation above about 30%; also: 0% is about no effect
Target sequence (P21728 whole entry, looked up): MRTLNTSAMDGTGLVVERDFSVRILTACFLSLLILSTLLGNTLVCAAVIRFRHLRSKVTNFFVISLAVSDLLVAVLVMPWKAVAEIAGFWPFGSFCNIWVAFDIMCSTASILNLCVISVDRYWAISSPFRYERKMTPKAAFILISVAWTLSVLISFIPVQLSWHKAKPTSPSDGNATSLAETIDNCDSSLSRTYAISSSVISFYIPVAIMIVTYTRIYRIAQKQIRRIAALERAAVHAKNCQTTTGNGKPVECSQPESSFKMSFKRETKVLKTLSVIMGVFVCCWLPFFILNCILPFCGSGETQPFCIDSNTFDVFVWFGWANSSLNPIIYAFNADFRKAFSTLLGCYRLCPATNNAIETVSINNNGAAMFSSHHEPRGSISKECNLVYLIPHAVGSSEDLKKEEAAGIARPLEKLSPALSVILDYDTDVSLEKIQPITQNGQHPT
D1 agonist = human D1 receptor agonism | activation, % at 2 µM | AID 504660 | 1% of 360,000 active | HEK293 T-REx D1 cells, calcium flux, agonist mode | P21728; also: 0% is about no effect
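Tetracycline-induced HEK293 TREx D1 cells, force-coupled to calcium signalling, were dye-loaded with a no-wash calcium kit. Compound was pin-added after a 10 s baseline. Fluorescence was read kinetically at 1 cycle/s for 180 s, with calcium rises flagged as agonism.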
D1 antag = antagonists of human D1 dopamine receptor; HEK293 TREx D1 cells, calcium flux, dopamine EC80; stronger effect = lower value; activity change, negative = inhibition, % at 10 µM; 3.2% of 360,000 active; AID 504652; in the data active = activity change below about -30%; also: % is scaled to controls: 0 for no effect and ±100 for the full control effect
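Tetracycline-induced HEK293 T-REx cells with force-coupled D1 receptor were loaded with a no-wash calcium dye. Compound was added after a 10 s baseline and read kinetically for 180 s; EC80 dopamine was then added and calcium flux followed another 180 s.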
D2 antagonist = D2 dopamine receptor (human) antagonism; inhibition, % at 10 µM; AID 485344; HEK293 TREx D2 cells, calcium flux, dopamine EC80; P14416; 2% of 340,000 active; in the data active = inhibition above about 30%; also: 0% is about no effect
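Antagonism is scored as inhibition of an EC80 dopamine-evoked calcium signal in a force-coupled, tetracycline-inducible HEK293 T-REx D2 line, with compound present 180 s before agonist.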
TRHR ag = activates the human TRH receptor; 0.18% of 360,000 active; TRHR cells, calcium flux fluo-8, FDSS agonist mode; P34981; activation, % at 2 µM; also: 0% is about no effect
Target sequence (P34981 whole entry, looked up): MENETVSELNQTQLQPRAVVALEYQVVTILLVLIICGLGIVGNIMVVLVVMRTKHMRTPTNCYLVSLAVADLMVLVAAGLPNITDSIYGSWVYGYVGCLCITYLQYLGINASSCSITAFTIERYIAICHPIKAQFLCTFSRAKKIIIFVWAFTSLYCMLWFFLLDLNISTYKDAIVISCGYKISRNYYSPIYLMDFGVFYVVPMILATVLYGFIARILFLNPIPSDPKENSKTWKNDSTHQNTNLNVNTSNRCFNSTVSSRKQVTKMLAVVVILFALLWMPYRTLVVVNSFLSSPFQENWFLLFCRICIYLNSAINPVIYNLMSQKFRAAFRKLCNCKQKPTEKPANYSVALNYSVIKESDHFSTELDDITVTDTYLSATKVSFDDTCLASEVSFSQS
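Agonist-mode FDSS calcium read (Ex 480/Em 530, 1 s cycles) in 1536-well TRHR cells with fluo-8 dye, after 10-cycle baseline and 23 nL compound addition; TRH at EC20 (10 nM final) added afterwards for the enhancer phase.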
TRHR enhancer = TRH receptor (human) allosteric enhancement. P34981. 0.66% of 360,000 active. TRHR cells, fluo-8 calcium fluorescence, EC20 TRH enhancement. AID 493056. enhancement, % at 2 µM; in the data active = enhancement above about 30%; also: 0% is about no effect
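Enhancer read-out: after compound pinning and an initial kinetic agonist-mode read, an EC20 of TRH (10 nM final) was injected and fluo-8 calcium signal (Ex 480/Em 530) followed at 1 s/cycle for 100 cycles in TRHR-expressing cells.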
D2 PAM = positively modulates the human D2 dopamine receptor allosterically. potentiation, % at 10 µM. HEK293 T-REx D2, calcium flux, EC20 dopamine potentiation. 0.34% of 340,000 active;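 active = potentiation over 3 SD above the plate norm, cut at about 30% in these data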; also: 0% is about no effect
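Calcium flux readout, no-wash dye, 1 read/s. Inducible HEK293 Trex D2 line, overnight 30 C. Compound alone 180 s (agonist flags), then EC20 dopamine, another 180 s to score potentiation.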
Active calls of the source: *; ? = inconclusive; . = not tested or not shown. Rule as the data show it, unless noted: active = activation above about 30%; inactive = the rest. Rows were taken by chance. Share with any hit: about 7.3%.

Every second line gives: D2 agonist	RXFP1 antagonist	D1 PAM	D1 agonist	D1 antag	D2 antagonist	TRHR ag	TRHR enhancer	D2 PAM
#1 CC(=O)C1=C(O)C(=O)N(C2CCCCC2)C1c1ccccc1 (stereo unspecified)
 : 0.7	0	-5	3	3	-2	0.7	-1	0
#2 O=C(NCC(O)c1ccccc1)c1cccc(S(=O)(=O)N2CCOCC2)c1 (stereo unspecified)
 : -0.2	-9	0	4	-3	3	-0.1	0	-8
#3 CCOC(=O)CCCN1CC(O)=C(c2nc(-c3ccc(Cl)cc3)cs2)C1=N
 : 0.0	10	-7	2	9	-15	0.1	1	-4
#4 CCc1ccc(N2C(=O)/C(=C/c3cccs3)N(CC(=O)OC)C2=S)cc1
 : .	5	-8	7	-8	.	0.0	-4	.
#5 O=C(NC(=S)NCCc1ccccc1)c1cccc(Cl)c1
 : .	-17	-5	4	-14	.	2.0	11	6
#6 COc1ccc(CS(=O)(=O)CC2(O)CCN(C(=O)c3cccc(C(F)(F)F)c3)CC2)cc1
 : -0.1	-2	-4	2	-6	5	0.3	1	9
#7 COC(=O)c1c(C)[nH]c(C=O)c1-c1ccccc1
 : 0.6	2	-2	4	1	8	0.0	-1	1
#8 CCc1ccccc1NC(=O)CN(C)C(=O)CSc1nn(-c2ccccc2)c(=S)s1
 : 0.5	-17	8	9	-4	0	0.0	-6	-2
#9 Cc1cccc(OCCCC(=O)N2CCCCCC2)c1C
 : -1.0	-4	-1	2	1	-7	-0.5	-1	5
#10 CN(C1CCCCC1)S(=O)(=O)c1cc2c3c(c1)CCN3C(=O)CC2
 : -0.5	-4	-3	4	2	22	-0.3	-2	1
#11 Cc1nc(Nc2ccncc2)c2oc3ccccc3c2n1
 : 0.8	3	4	2	-2	-5	-0.4	1	-1
#12 COC(=O)c1ccc(CSc2cc(C)c3ccccc3n2)o1
 : 6.0	-12	-3	10	8	-2	2.0	2	-1
#13 CCNC(=O)c1c(N)sc2c1CCCCC2
 : -0.4	.	-3	-1	12	15	0.5	-2	5
#14 NNC(=O)COc1ncn(-c2ccccc2)n1
 : 0.3	-4	-3	1	1	15	0.3	-5	-14
#15 O=C(Nc1cccnc1)c1noc2c1CCCC2
 : 0.0	-3	-2	8	-1	6	-0.8	4	1
#16 COc1cc(NC(=O)COC(=O)c2nc3nc(C)cc(C)n3n2)cc(OC)c1
 : 0.4	14	2	1	-5	3	0.1	2	4
#17 CCOC(=O)C1CN(S(=O)(=O)c2ccc(OC)cc2)c2cc(CC(=O)OC)ccc2O1 (stereo unspecified)
 : 0.7	1	-1	2	-5	-13	-0.5	-12	0
#18 Cc1nc(-c2cn[nH]c2)c2cc(C)oc2n1
 : -1.4	5	-2	1	11	-24	2.1	2	6
#19 O=C(CN1CCN(S(=O)(=O)c2ccc(Br)cc2)CC1)N/N=C/c1cc([N+](=O)[O-])ccc1Cl
 : -1.2	-17	-8	1	-8	-3	-1.7	0	-19
#20 NC(=O)Nn1c(CCC(=O)O)ccc1-c1ccc(Cl)cc1
 : 0.0	-13	0	3	7	15	0.4	1	-2
#21 O=C(CSc1nnc(CNc2cccc(C(F)(F)F)c2)n1Cc1ccco1)NCc1ccco1
 : 0.8	0	-7	6	-4	17	-0.1	10	-1
#22 COCCNCC(=O)Nc1ccc(OC(F)(F)F)cc1
 : 1.7	-9	-2	6	-3	8	0.1	-6	6
#23 Cc1ccc(N=Cc2c(C)[nH]n(-c3nc4ccccc4[nH]3)c2=O)cc1
 : 0.3	4	-5	3	1	8	0.2	-6	-8
#24 CC1(C)CC(NC(=S)NCc2ccc3c(c2)OCO3)CC(C)(C)N1
 : 0.5	.	-4	-2	23	-10	1.7	-2	-6
#25 CCc1nnc(NC(=O)CSc2nnc(CNC(=O)c3cc(OC)c(OC)c(OC)c3)o2)s1
 : 0.1	1	3	1	10	-9	0.5	3	1
#26 COC1=C(Nc2ccccc2)C(=O)c2ccccc2C1=O
 : -1.2	-3	-4	3	-5	-8	-0.1	-5	10
#27 CCc1ccc(CCC(=O)Nc2nc(CC(C)=O)ns2)o1
 : -0.5	8	-6	2	-15	18	0.5	0	4
#28 CC(=O)c1sc(N/N=C/c2cccc([N+](=O)[O-])c2)nc1C
 : -0.7	17	1	3	2	-3	-3.0	5	-11
#29 Cc1ccc(C(C)C)c(OCC(=O)Nc2ccc(N3CCOCC3)cc2N2CCOCC2)c1
 : -1.3	-24	6	0	14	-7	-0.2	-3	6
#30 O=C(c1cc2ccccc2oc1=O)N(c1ccc(Cl)cc1)C1C=CS(=O)(=O)C1 (stereo unspecified)
 : 0.7	-8	-4	1	-6	20	-0.7	8	-2

Next section; it opens with the 7 that closed the last part.
Every second line gives: D2 agonist	RXFP1 antagonist	D1 PAM	D1 agonist	D1 antag	D2 antagonist	TRHR ag	TRHR enhancer	D2 PAM
#24 CC1(C)CC(NC(=S)NCc2ccc3c(c2)OCO3)CC(C)(C)N1
 : 0.5	.	-4	-2	23	-10	1.7	-2	-6
#25 CCc1nnc(NC(=O)CSc2nnc(CNC(=O)c3cc(OC)c(OC)c(OC)c3)o2)s1
 : 0.1	1	3	1	10	-9	0.5	3	1
#26 COC1=C(Nc2ccccc2)C(=O)c2ccccc2C1=O
 : -1.2	-3	-4	3	-5	-8	-0.1	-5	10
#27 CCc1ccc(CCC(=O)Nc2nc(CC(C)=O)ns2)o1
 : -0.5	8	-6	2	-15	18	0.5	0	4
#28 CC(=O)c1sc(N/N=C/c2cccc([N+](=O)[O-])c2)nc1C
 : -0.7	17	1	3	2	-3	-3.0	5	-11
#29 Cc1ccc(C(C)C)c(OCC(=O)Nc2ccc(N3CCOCC3)cc2N2CCOCC2)c1
 : -1.3	-24	6	0	14	-7	-0.2	-3	6
#30 O=C(c1cc2ccccc2oc1=O)N(c1ccc(Cl)cc1)C1C=CS(=O)(=O)C1 (stereo unspecified)
 : 0.7	-8	-4	1	-6	20	-0.7	8	-2
#31 COc1ccc(CN2CCN(Cc3cccc(OC)c3)C(CCO)C2)cc1 (stereo unspecified)
 : 0.2	2	1	1	2	2	0.1	3	8
#32 CCC(=O)N1CCc2cc(Br)cc(S(=O)(=O)N3CCCC(C(=O)O)C3)c21 (stereo unspecified)
 : -0.8	1	1	1	-5	2	0.3	-7	-4
#33 Cc1cccc(N2CCN(S(=O)(=O)c3ccc4c(c3)CCN4C(=O)CCC(=O)O)CC2C)c1 (stereo unspecified)
 : 0.6	-11	.	2	15	-2	0.1	13	-1
#34 COC(=O)c1ccc(CSc2nc3ccccc3o2)cc1
 : 0.6	-14	-3	3	1	-15	-0.6	-6	-5
#35 COc1ccc(C)cc1Nc1n[n+](-c2ccccc2)c(-c2cccc(Cl)c2Cl)s1
 : 18	.	-7	2	18	-3	-0.9	-4	-9
#36 CC(C)Cc1ccc(CN2CCCC(NC(=O)c3ccoc3)C2)cc1 (stereo unspecified)
 : 0.9	-29	-15	21	-13	20	-0.4	0	-11
#37 Cc1cnc(C(=O)OCC(=O)c2ccc(Br)s2)cn1
 : 0.6	29	7	4	3	0	-0.1	3	-2
#38 O=C(CCCCCCCCCCC(=O)NCc1cccnc1)NCc1cccnc1
 : 0.8	-19	0	0	23	1	0.1	0	-3
#39 COC(=O)CCc1c(C)c(C(=O)c2cccc(OC)c2OC)c2ccccn12
 : -0.4	1	16	2	7	-16	-0.6	-9	7
#40 CSc1n[nH]c(NC(=O)c2c(-c3c(Cl)cccc3Cl)noc2C)n1
 : 0.1	15	-4	3	-3	-10	0.8	2	9
#41 Cc1ccc(CSc2nnc(CNc3ccc(F)cc3)o2)cc1
 : 2.0	?	4	2	13	6	-0.8	13	.
#42 O=C(CSc1nc(=O)n(CCN2CCOCC2)c2c1CCC2)Nc1cccc(Cl)c1
 : 1.1	-5	-1	-3	.	.	-0.2	-3	-8
#43 O=C(O)/C=C/c1cn(-c2ccccc2)nc1-c1ccccc1
 : -0.2	-30	-4	4	4	18	0.1	8	-1
#44 Cc1ccc2c(c1)nnn2C1CCN(S(=O)(=O)c2ccc(C(=O)NC3CCCC3)cc2)CC1
 : 0.2	-6	-4	0	0	5	-0.1	-5	-6
#45 COc1ccccc1C(=O)Nc1nc2nc(C)cc(=O)n2[nH]1
 : 0.4	5	3	-1	4	.	0.8	-1	-9
#46 CCn1c(SCC(=O)Nc2cccc(C)n2)nnc1-c1ccco1
 : -0.4	2	-3	0	-4	-11	0.1	-3	14
#47 CCCN(CCC)S(=O)(=O)c1ccc2c(c1)CCCN2C(C)=O
 : -0.4	13	-2	10	-7	4	-0.5	-2	-4
#48 CCOC(=O)c1c(C)[nH]c(C)c1S(=O)(=O)NCCc1sccc1C
 : .	-1	-15	8	-13	.	0.7	0	.
#49 O=C(O)/C=C\C(=O)Nc1ccccc1C(=O)N1CCN(c2ccc(Cl)cc2)CC1
 : -0.3	-13	-12	3	13	-9	0.1	-3	-6
#50 O=C(O)CNC(=O)C12CC3CC(CC(Cl)(C3)C1)C2
 : 2.2	-7	-13	0	-25	8	-0.2	1	5
#51 O=C(CSc1ccc(-c2ccccc2)nn1)NCC1CCCO1 (stereo unspecified)
 : 0.2	15	7	2	5	-20	-0.7	-4	3
#52 COCCNC(=O)c1ccc2c(Cl)c3c(nc2c1)CCC3
 : 0.2	-8	-2	3	4	-10	0.6	4	4
#53 Cc1nc(-c2ccccc2)sc1-c1nc(-c2cccnc2)ncc1S(=O)(=O)c1ccccc1
 : 0.1	12	-1	3	17	13	-0.5	-4	-5
#54 CCOC(=O)c1ccc(NC(=O)c2nc[nH]c2C(=O)N[C@@H](C)C(=O)OC(C)(C)C)cc1
 : 0.0	.	-7	1	-4	-5	0.3	10	-5
#55 Cc1ccc(C(=O)CCC(=O)OCC(=O)N(C)c2c(N)n(Cc3ccccc3)c(=O)[nH]c2=O)cc1
 : 0.3	-1	-4	1	10	-4	0.3	0	-5
#56 CCOc1ccc(C(C)=O)cc1COc1ccc(-c2nnco2)cc1
 : 0.6	6	-7	5	4	-2	1.0	-4	-6
#57 COc1cccc(Oc2cn[nH]c2-c2ccc(O)cc2O)c1
 : -0.3	44	-7	3	-9	-4	-0.3	19	14
#58 CCOC(=O)CCSc1nc(C)c2cc(C)c(C)cc2n1
 : .	-15	-4	7	1	.	-0.4	5	.
#59 O=C(OCc1ccc(Cl)cc1Cl)c1ccncc1
 : 0.2	8	0	0	20	9	-1.4	8	7
#60 CCOc1ccc(C(=O)N2CCC(c3nc4ccccc4o3)CC2)cc1
 : -0.6	-16	-1	-2	-1	.	0.2	-3	8
#61 CCNS(=O)(=O)c1cc(OC)c(Cl)cc1OC
 : 1.5	0	3	0	11	20	0.2	-3	11
#62 Cc1[nH]nc2c1C(c1cccc(O)c1)C1=C(CC(C)(C)CC1=O)N2 (stereo unspecified)
 : -0.3	-1	2	3	9	-38	0.2	-9	12
#63 Cc1cccc(C(=O)O/N=C(\N)c2cccc([N+](=O)[O-])c2)c1
 : 0.5	-3	8	1	1	-2	-0.3	-1	0
#64 Cc1cc(N2C(=O)C(O)=C(C(=O)c3cc4ccccc4o3)C2c2ccc(Br)cc2)no1 (stereo unspecified)
 : .	10	-6	8	-8	.	-0.6	-6	-17
#65 CCCn1cnc2c(=O)oc3ccccc3c21
 : 0.4	-2	-1	2	-11	39*	-0.2	0	5
#66 CCOc1ccc(-c2cn[nH]c2N)cc1
 : 0.7	7	6	1	3	13	-0.1	1	2
